HT1080 IDH1KD tx: HT-1080 IDH1 knockdown cell toxicity (counter line); HT-1080 IDH1 knockdown viability, ATP luminescence, 48 h; Potency, µM (titrated, usually from 46.1 µM), for the others: at the highest dose activity, negative = toxicity, usual class: cytotoxic; 360,000 tested, 2% active;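 also: potency is read from the fitted curve at half-maximal effect; 0% = DMSO wells and -100% = cell-free medium wells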
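Knockdown cells (IDH1KD HT-1080) received compounds 2 h after plating at 750 cells/well and were kept 48 h at 37 °C in 5% FBS RPMI. A CellTiter-Glo luminescence read gave % activity for curve fitting.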
WRN helicase inh: WRN helicase (human) inhibition; Q14191; WRN helicase unwinding, fluorescent forked duplex, kinetic; Potency, µM (top dose mostly 114 µM), for the others: at the top dose activity change, negative = inhibition, actives largely listed as inhibitors; 360,000 tested, 0.46% active; AID 651768; also: potency is read from the fitted curve at half-maximal effect; % is scaled to controls: 0 for no effect and ±100 for the full control effect; nearly all actives have a fitted effect of over 55% in size
Target sequence (Q14191 whole entry, looked up): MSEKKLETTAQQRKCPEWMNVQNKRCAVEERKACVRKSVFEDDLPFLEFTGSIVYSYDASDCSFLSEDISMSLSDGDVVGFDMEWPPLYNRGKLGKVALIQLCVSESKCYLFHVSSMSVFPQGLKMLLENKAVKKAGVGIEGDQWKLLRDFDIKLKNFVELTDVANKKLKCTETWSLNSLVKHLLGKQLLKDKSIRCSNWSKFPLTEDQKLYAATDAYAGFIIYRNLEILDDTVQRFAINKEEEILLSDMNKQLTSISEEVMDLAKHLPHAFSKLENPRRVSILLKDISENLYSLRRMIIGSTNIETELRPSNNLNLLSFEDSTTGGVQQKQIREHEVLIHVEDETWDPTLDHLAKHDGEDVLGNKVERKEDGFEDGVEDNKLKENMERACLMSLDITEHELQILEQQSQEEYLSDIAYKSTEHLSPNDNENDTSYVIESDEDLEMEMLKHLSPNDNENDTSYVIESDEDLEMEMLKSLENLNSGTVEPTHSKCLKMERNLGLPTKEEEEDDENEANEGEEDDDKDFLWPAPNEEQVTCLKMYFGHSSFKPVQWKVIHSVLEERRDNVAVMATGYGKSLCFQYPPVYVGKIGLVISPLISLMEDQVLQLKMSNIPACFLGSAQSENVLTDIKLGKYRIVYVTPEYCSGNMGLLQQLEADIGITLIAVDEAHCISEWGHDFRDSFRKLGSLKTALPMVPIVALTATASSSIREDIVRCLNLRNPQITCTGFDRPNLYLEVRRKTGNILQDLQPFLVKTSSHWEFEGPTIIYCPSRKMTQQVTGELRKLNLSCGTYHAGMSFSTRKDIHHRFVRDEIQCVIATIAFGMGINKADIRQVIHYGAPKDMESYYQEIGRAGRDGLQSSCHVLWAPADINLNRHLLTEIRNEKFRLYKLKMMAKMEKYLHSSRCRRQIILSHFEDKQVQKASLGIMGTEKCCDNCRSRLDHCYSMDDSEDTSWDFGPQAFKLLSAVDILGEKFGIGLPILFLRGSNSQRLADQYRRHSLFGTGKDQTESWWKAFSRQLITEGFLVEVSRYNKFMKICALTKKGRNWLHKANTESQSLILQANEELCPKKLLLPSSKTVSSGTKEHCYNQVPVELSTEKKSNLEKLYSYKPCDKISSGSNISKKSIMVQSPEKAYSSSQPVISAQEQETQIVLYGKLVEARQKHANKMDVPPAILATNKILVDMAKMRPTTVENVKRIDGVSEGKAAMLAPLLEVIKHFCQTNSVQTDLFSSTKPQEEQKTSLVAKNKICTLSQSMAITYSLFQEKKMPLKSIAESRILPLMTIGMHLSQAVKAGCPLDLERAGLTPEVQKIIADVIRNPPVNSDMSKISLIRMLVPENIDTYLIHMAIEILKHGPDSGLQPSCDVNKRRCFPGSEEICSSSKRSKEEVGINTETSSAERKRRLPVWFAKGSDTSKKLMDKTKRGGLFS
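Kinetic fluorescence helicase assay: unwinding of a quenched forked DNA duplex (100 nM final) with 2 mM ATP final raises red fluorescence (525/598 nm). Compounds sat 15 min at room temperature with 20 nM WRN beforehand.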
SW480 rerep: DNA re-replication induction in SW480 cells | SW480 DNA re-replication, Hoechst DNA content imaging, 48 h | Potency, µM (doses to about 46.1 µM), for the others: at the top dose re-replication activation, most hits filed as activators | 340,000 tested, 1.8% active | AID 624297; also: potency is read from the fitted curve at half-maximal effect; % of control where 0% means no effect; nearly all actives have a fitted effect of over 55% in size
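Treated cells incubate 48 hr (37 C, 5% CO2), are stained 40 min with Hoechst, and nuclear fluorescence is enumerated; a rise in nuclei with high DNA signal marks re-replication.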
HT1080NT lethal: kills 2HG-producing HT-1080-NT fibrosarcoma cells; HT-1080-NT fibrosarcoma viability, CellTiter-Glo ATP luminescence, 48 h; Potency, µM (titrated, usually from 46.1 µM), for inactives: at the top dose activity, negative = less viability, most hits filed as cytotoxic; 360,000 tested, 1.6% active;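 also: NT is the 2HG producing partner of a matched IDH1 knockdown line; potency is read from the fitted curve at half-maximal effect; 0% = DMSO-treated cells and -100% = media-only wells without cells; nearly all actives have a fitted effect of over 55% in size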
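A 48-hour cytotoxicity screen used HT-1080-NT cells plated 2 hours before compound delivery. ATP-based CellTiter-Glo luminescence measured viability, normalized to DMSO and no-cell controls.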
IL-1B inflam inh: inflammasome signaling inhibition, IL-1 beta readout; 360,000 tested, 4.7% active; THP-1 LPS/ATP IL-1B secretion, AlphaLISA, 16 h; stronger effect = lower value; activity change, % at 57.5 µM; in the data active = activity change below about -50%; inconclusive = mostly about -30% to -49%; also: % is scaled to controls: 0 for no effect and ±100 for the full control effect
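THP-1 cells pretreated 1 hr with compounds (up to 57.5 uM final), then stimulated with LPS (250 ng/mL final) plus ATP (1.25 mM final); secreted IL-1B measured by AlphaLISA after 16 hr, decreased signal indicating inhibition.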
MCF10A rerep: inducers of DNA re-replication in MCF 10A breast cells | MCF 10A DNA re-replication, Hoechst nuclear intensity, 48 h | 350,000 tested, 2.9% active | Potency, µM (doses to about 46.1 µM), inactives show at the top dose activity, positive = re-replication, most hits filed as activators | AID 624296; also: potency is read from the fitted curve at half-maximal effect; % of control where 0% means no effect; nearly all actives have a fitted effect of over 50% in size
ATXN2 expr inh: inhibitors of ATXN2 expression; 360,000 tested, 0.72% active; HEK-293 ATXN2-luciferase reporter, luminescence, 24 h; AID 1745845; Potency, µM (series often up to 57 µM), for the others: at the top dose activity change, negative = inhibition, hits mostly inhibitors; also: potency is read from the fitted curve at half-maximal effect; % is scaled to controls: 0 for no effect and ±100 for the full control effect; nearly all actives have a fitted effect of over 55% in size
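qHTS (up to 57 uM final) was run with 24 h compound exposure of reporter cells at 37 °C. Each well was multiplexed: SteadyGlo luminescence measured ATXN2-luciferase expression after a fluorogenic Gly-Phe-AFC viability readout (25 uM final).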
KB-V1 MDR tox: kills drug-selected multidrug resistant KB-V1 cells; KB-V1 MDR cells viability, CellTiter-Glo, 72 h; Potency, µM (titrated, usually from 46.1 µM), for the others: at the top dose activity change, negative = cytotoxicity, hits mostly cytotoxic; 400,000 tested, 3.4% active; AID 1347076; also: potency is read from the fitted curve at half-maximal effect; % is scaled to controls: 0 for no effect and ±100 for the full control effect; nearly all actives have a fitted effect of over 60% in size
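Cells of the MDR subline KB-V1 are plated, dosed with compound at multiple concentrations, and incubated 72 h at 37 degrees C; CellTiter-Glo is then added and luminescence read after 10 min.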
KB-3-1 tox: kills parental KB-3-1 adenocarcinoma cells; AID 1347075; Potency, µM (doses to about 46.1 µM), inactives show at the top dose activity change, negative = cytotoxic, usual class: cytotoxic; 400,000 tested, 1.4% active; KB-3-1 viability, CellTiter-Glo ATP luminescence, 72 h; also: potency is read from the fitted curve at half-maximal effect; % is scaled to controls: 0 for no effect and ±100 for the full control effect; nearly all actives have a fitted effect of over 60% in size
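Here the drug-naive KB-3-1 line serves as comparator for MDR sub-line selectivity; cells received compound titrations, 72 h at 37 °C, then CellTiter-Glo readout.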
An asterisk follows results filed as active; ? = inconclusive; . = no result given; [ ] = dose if it differs, or a comment. Unless noted, calls follow the shape of the dose curve; as a rule, active = well fitted curve in the direction sought with a large enough effect; inconclusive = small, poorly fitted or top-dose-only effect, or another doubt; inactive = no such curve, though single readings can be large; an effect the other way counts as inactive or inconclusive.

Start of the data: the first 10 records, ahead of the listing:
SMILES	HT1080 IDH1KD tx	WRN helicase inh	SW480 rerep	HT1080NT lethal	IL-1B inflam inh	MCF10A rerep	ATXN2 expr inh	KB-V1 MDR tox	KB-3-1 tox
O=C(NC1CC2CCCC(C1)N2C(=O)Nc1cccc(F)c1)C1CC1 (configuration not stated)	-2%	-3%[57.1 µM]	0%	0%	-9	-1%	-4%	?	-10%
CC(C)(C)NC(=O)c1cccc(NC(=O)CSc2ccc(Cl)cc2)c1	-10%	-9%	-147%[inhibitor]	-1%	-8	-3%	7%	15µM*	?
C/C(=N\NC(=O)c1ccc(CSc2nncn2C)cc1)c1ccc(Cl)cc1	10%	1%	-4%	9%	-9	0%	8%	-1%	15%
Cc1ccc(-n2cc(CN(C)CCc3cn[nH]c3)c(-c3cccc(C)c3)n2)cc1	15%	-30%[57.1 µM]	22%	10%	-19	-1%	?	8%	2%
O=C(CSc1nc(O)c(C2CCCCC2)c(=O)[nH]1)N1CCOCC1	7%	-3%	0%	3%	-5	-3%	-11%	12%	1%
CCOC(=O)c1cccc(OCC(O)CNCCOc2ccccc2F)c1 (configuration not stated)	-15%	0%	25%	-15%	-4	12%	-20%	5%	4%
Cc1ccc(NC(=O)C2OCCc3ccccc32)cc1 (configuration not stated)	0%	-2%	?	11%	0	0%	.	2%	3%
C[C@@H](C(=O)N1CCN(C(=O)OC(C)(C)C)CC1)n1cc(CCC(=O)O)nn1	6%	-11%	4%	2%	10	3%	2%	0%	-1%
CC1(C#CC[N+]2(C)CCCCC2)CCC2C(O1)c1ccccc1OC2(C)C (configuration not stated)	3%	4%	-60%[inhibitor]	2%	5	2%	.	9%	-5%
O=C(CNC(=O)COc1ccccc1)NCCc1ccccn1	7%	5%	-1%	14%	7	0%	-5%	2%	16%

The whole of this part, repeating the preview:
SMILES	HT1080 IDH1KD tx	WRN helicase inh	SW480 rerep	HT1080NT lethal	IL-1B inflam inh	MCF10A rerep	ATXN2 expr inh	KB-V1 MDR tox	KB-3-1 tox
O=C(NC1CC2CCCC(C1)N2C(=O)Nc1cccc(F)c1)C1CC1 (configuration not stated)	-2%	-3%[57.1 µM]	0%	0%	-9	-1%	-4%	?	-10%
CC(C)(C)NC(=O)c1cccc(NC(=O)CSc2ccc(Cl)cc2)c1	-10%	-9%	-147%[inhibitor]	-1%	-8	-3%	7%	15µM*	?
C/C(=N\NC(=O)c1ccc(CSc2nncn2C)cc1)c1ccc(Cl)cc1	10%	1%	-4%	9%	-9	0%	8%	-1%	15%
Cc1ccc(-n2cc(CN(C)CCc3cn[nH]c3)c(-c3cccc(C)c3)n2)cc1	15%	-30%[57.1 µM]	22%	10%	-19	-1%	?	8%	2%
O=C(CSc1nc(O)c(C2CCCCC2)c(=O)[nH]1)N1CCOCC1	7%	-3%	0%	3%	-5	-3%	-11%	12%	1%
CCOC(=O)c1cccc(OCC(O)CNCCOc2ccccc2F)c1 (configuration not stated)	-15%	0%	25%	-15%	-4	12%	-20%	5%	4%
Cc1ccc(NC(=O)C2OCCc3ccccc32)cc1 (configuration not stated)	0%	-2%	?	11%	0	0%	.	2%	3%
C[C@@H](C(=O)N1CCN(C(=O)OC(C)(C)C)CC1)n1cc(CCC(=O)O)nn1	6%	-11%	4%	2%	10	3%	2%	0%	-1%
CC1(C#CC[N+]2(C)CCCCC2)CCC2C(O1)c1ccccc1OC2(C)C (configuration not stated)	3%	4%	-60%[inhibitor]	2%	5	2%	.	9%	-5%
O=C(CNC(=O)COc1ccccc1)NCCc1ccccn1	7%	5%	-1%	14%	7	0%	-5%	2%	16%
COc1ccccc1CNC(=O)COC(=O)COc1ccccc1F	-2%	4%	?	-1%	-6	-1%	-2%	-18%	3%
CC(=O)c1ccc(Nc2cc(C)nc3ccccc23)cc1	12µM*	6%	18µM*	?	7	?	-17%	?	?
O=C(Nc1cccc(C(F)(F)F)c1)C1CCCN(c2ncccn2)C1 (configuration not stated)	-3%	8%	-3%	-5%	-11	-4%	-7%	16µM*	4%
COc1ccc(C(CNC(=O)C2CCN(S(=O)(=O)c3ccc(F)cc3)CC2)N(C)C)cc1 (configuration not stated)	-3%	5%	-1%	0%	-9	-14%	4%	-1%	-10%
COc1ccc(N(CN2C(=O)C3CC=CCC3C2=O)C(=O)c2ccco2)cc1 (configuration not stated)	-1%	9%	-5%	1%	20	-1%	-30%	-14%	20%
COc1ccc(-c2cn(-c3ccc(C)cc3)c(=O)n2CC(=O)Nc2ccc(OC)c(OC)c2)cc1	2%	-35%	?	-8%	?	18%	24%	-17%	-11%
COc1ccc2nc(NCc3cccnc3)sc2c1	6%	9%	-2%	-3%	9	4%	.	2%	0%
CC1CC1c1ccc(/C=C(\C#N)C(=O)Nc2ccc(Cl)cc2)o1 (configuration not stated)	?	-20%	12%	-7%	-14	11%	33%[activator]	?	?
COc1ccc(Cl)cc1NC(=O)N1CCN(C2CCCCC2)CC1	7%	-11%	14%	-29%	1	?	-5%	-34%	-13%
Cc1ccc(C(=O)N/C(=C\c2ccc(-c3ccccc3[N+](=O)[O-])o2)C(=O)NCCCN(C)C)cc1	-20%	19%	2%	-5%	5	11%	-18%	28%	3%
C(=N/Nc1cc(N2CCOCC2)nc(N2CCOCC2)n1)/c1ccccc1	-7%	0%	5.8µM*	-10%	-79*	23µM*	-27%	-1%	?
CCc1nnc(NC(=O)C2CCCN2C(=O)Nc2ccccc2)s1 (configuration not stated)	5%	-18%[57.1 µM]	2%	14%	13	12%	13%[11.3 µM]	1%	12%
NS(=O)(=O)c1ccc(CCNC(=O)CNCCc2ccccc2)cc1	9%	-10%	-9%	1%	10	3%	-14%	?	17%
Cc1ccc(C(=O)OCC(=O)Nc2ccccc2C(F)(F)F)cc1S(=O)(=O)N1CCCCC1	0%	1%	12%	0%	-13	1%	-2%	-18%	-2%
COCCNC(=O)/C(C#N)=C/c1ccc(OC(=O)c2cccs2)c(OC)c1	15%	-27%	-2%	8%	-14	-5%	-12%	-10%	15%
NC(CCc1ccccc1)c1csc(Nc2nncc3ccccc23)n1 (configuration not stated)	?	4%[57.1 µM]	.	?	?	.	-22%	-12%	2%
C=CCn1c(=O)c2c(nc3n2CCCN3CCc2ccccc2)n(C)c1=O	1%	-4%	-6%	18%	36	22%	-20%	1%	-4%
CC(C)C[C@H](NC(=O)[C@@H](Cc1ccccc1)n1c(=O)[nH]c2ccccc2c1=O)C(=O)N[C@@H](Cc1ccccc1)C(=O)O	3%	5%	-2%	-5%	18	22%	3%	27%	0%
O=C(Nc1ccc([N+](=O)[O-])c(NC(=O)c2cccnc2)c1)c1cccnc1	-3%	-7%	-5%	-5%	34	2%	1%	?	-6%
CCOc1ccc(S(=O)(=O)N2CCN(C(=O)c3ccncc3)CC2)cc1	6%	-1%	1%	24%	-3	4%	-2%	3%	-8%
CCCc1nc2ccc(C)cn2c1Cc1ccsc1	-2%	3%	.	8%	36	.	27%	3%	0%
O=[N+]([O-])c1ccc(Cc2nnc(-c3ccc(F)cc3)o2)cc1	-1%	3%	29%	-2%	-5	11%	.	-13%	-3%
O=C(CSc1ncnc2sc3c(c12)CCCC3)NC1CCS(=O)(=O)C1 (configuration not stated)	5%	-4%	1%	3%	-7	6%	8%	9.2µM*	0%
Cc1ccc(-c2ccnc3c(Br)c(C)nn23)cc1	-6%	-2%	3%	-21%	23	4%	.	3%	-2%
Cc1nc(N2CCN(c3ccccn3)CC2)c2c(C)c(C(=O)N3CCN(c4ccccc4F)CC3)sc2n1	-4%	-14%	7%	-25%	?	7.3µM*	?	21µM*	?
CCc1cn(S(=O)(=O)c2ccccc2OC)nc1N	5%	3%	-10%	-2%	4	-3%	14%	-5%	-12%
Cc1cccc(C)c1NC(=O)C1(C)CN(S(C)(=O)=O)CC(=O)N1CCOc1ccccc1 (configuration not stated)	8%	16%	.	9%	42	.	.	-6%	11%
Oc1ccc(Br)cc1/C=N/N1CCN(Cc2ccccc2)CC1	2%	-5%	-1%	7%	-15	?	34%	0%	8%
CN(C(=O)COC(=O)c1cc2ccccc2cc1O)C1CCCCC1	8%	-11%	-31%	1%[9.24 µM]	6	0%	6%	17%	6%
COc1ccc(CN2CCOCC2)c(C)c1C	15%	0%	-12%	4%	8	-5%	3%	-4%	-7%
O=C(NC1CCN(C(=O)c2cccc([N+](=O)[O-])c2)CC1)c1ccccc1	-5%	-9%[57.1 µM]	-57%[inhibitor]	-7%	30	-35%[inhibitor]	-6%	-4%	-5%
OCCNCCOCCOc1ccccc1-c1ccccc1	-2%	0%	12%	-1%	-16	4%	-13%	-14%	-4%
O=C(C[n+]1ccccc1)N/N=C/c1ccccc1C(F)(F)F	-2%	-6%	-26%	5%	-16	1%	15%	4%	9%

Compound activity deposited in PubChem by National Center for Advancing Translational Sciences (NCATS).
